Screening results: PubChem, National Center for Advancing Translational Sciences (NCATS)
IMPase inh = qHTS Assay for Identifying the Cell-Membrane Permeable IMPase Inhibitors; Inositol monophosphatase 1 (Rattus norvegicus), P97697; CHO-M1 cells, IP1 accumulation, HTRF TR-FRET ratio; inhibition (IP1 accumulation), % at 46.1 µM; 120,000 tested, under 10 active; AID 901, 2007; active means well fitted curve in the direction sought with a large enough effect in the signal ratio, not every such curve was filed as active; inconclusive means small, poorly fitted or top-dose-only effect, or a change in a side signal; inactive means no such curve, though single readings can be large or run the other way; the % refers to the signal ratio;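 further: cells stimulated with carbachol in lithium chloride buffer; plate controls were DMSO basal wells for no effect and reference inhibitor wells for full effect; higher means more IMPase inhibition seen as more IP1 and lower FRET ratio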
Target sequence (P97697 whole entry, looked up): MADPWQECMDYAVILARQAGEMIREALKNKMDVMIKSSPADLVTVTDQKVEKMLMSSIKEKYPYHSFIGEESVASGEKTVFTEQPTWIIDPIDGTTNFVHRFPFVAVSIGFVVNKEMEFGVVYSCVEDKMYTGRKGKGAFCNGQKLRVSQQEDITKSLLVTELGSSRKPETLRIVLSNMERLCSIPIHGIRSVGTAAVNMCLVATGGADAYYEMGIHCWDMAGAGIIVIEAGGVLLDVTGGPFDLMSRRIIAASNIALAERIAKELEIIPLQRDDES
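Cellular IMPase inhibition is scored as a rise in cytosolic IP1, detected by competitive TR-FRET between d2-labelled IP1 and a europium anti-IP1 antibody. M1-expressing CHO cells were stimulated with carbachol for 30 min at 37C, with lithium (50 mM LiCl) present in the buffer.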
PNC inhibitor = High Content Assay for Compounds that inhibit the Assembly of the Perinucleolar Compartment; 140,000 compounds, 3.1% hits; activity change (PNC), negative = inhibition, % at 10 µM; PC3M PTB-GFP, PNC prevalence imaging, 16 h; hits give low values;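 active means readout at or below -70, meaning at least 70% loss of cells showing the perinucleolar compartment, a nuclear body marking cancer cells; inconclusive means readout between -30 and a set limit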;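 further: plate controls were DMSO wells for no effect and camptothecin positive control wells for full effect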
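Compounds are pinned in duplicate onto adhered PC3M cells stably expressing GFP-tagged PTB and incubated 16 h at 37 C. Cells are then fixed, nuclei stained with Hoechst, and PNC-positive cells counted.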
ALOX15B inhib = qHTS Assay for Inhibitors of 15-hLO-2 (15-human lipoxygenase 2); purified 15hLO-2, xylenol orange hydroperoxide absorbance; Potency, µM (top dose mostly 57.1 µM), without a hit: at the highest dose activity change, negative = inhibition, actives largely listed as inhibitors; 110,000 compounds, 0.56% hits; Polyunsaturated fatty acid lipoxygenase ALOX15B (Homo sapiens), O15296; further: potency means the concentration at half of the fitted maximal effect; nearly all actives have a fitted effect of over 60% in size; many of its hits are not listed in these tables
Target sequence (O15296 whole entry, looked up): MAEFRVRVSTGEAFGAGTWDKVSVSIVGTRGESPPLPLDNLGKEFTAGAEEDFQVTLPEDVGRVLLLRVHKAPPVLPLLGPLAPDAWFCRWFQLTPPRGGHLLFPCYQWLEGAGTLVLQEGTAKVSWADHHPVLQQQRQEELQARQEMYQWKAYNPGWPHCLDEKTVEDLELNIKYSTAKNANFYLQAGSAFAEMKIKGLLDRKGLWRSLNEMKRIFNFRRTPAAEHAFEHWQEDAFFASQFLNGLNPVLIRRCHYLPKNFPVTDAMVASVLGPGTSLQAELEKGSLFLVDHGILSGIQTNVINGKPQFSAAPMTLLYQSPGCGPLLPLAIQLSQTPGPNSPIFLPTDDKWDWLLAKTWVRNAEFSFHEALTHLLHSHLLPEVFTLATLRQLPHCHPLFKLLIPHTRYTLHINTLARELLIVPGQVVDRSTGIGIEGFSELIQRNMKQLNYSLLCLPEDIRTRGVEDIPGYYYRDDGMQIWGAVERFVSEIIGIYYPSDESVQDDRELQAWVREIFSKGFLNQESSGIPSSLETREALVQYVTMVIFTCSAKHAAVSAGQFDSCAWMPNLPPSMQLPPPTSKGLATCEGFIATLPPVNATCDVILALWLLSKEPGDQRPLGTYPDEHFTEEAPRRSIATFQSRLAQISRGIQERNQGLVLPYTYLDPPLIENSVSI
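Purified human 15hLO-2 (50 nM) preincubated 15 min with compound, then 45 uM arachidonic acid for 90 min at RT in 25 mM Hepes pH 7.5, 0.01% Triton X-100. Hydroperoxide detected by Fe-xylenol orange; 573/405 nm absorbance ratio.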
12-hLO inh = qHTS Assay for Inhibitors of 12-hLO (12-human lipoxygenase); Polyunsaturated fatty acid lipoxygenase ALOX12 (Homo sapiens), P18054; purified 12-hLO, xylenol orange hydroperoxide absorbance; Potency, µM (series often up to 57.1 µM), without a hit: top-dose activity change, negative = inhibition, actives largely listed as inhibitors; 150,000 compounds, 0.12% hits; AID 1452, 2008; further: potency means the concentration at half of the fitted maximal effect; nearly all actives have a fitted effect of over 55% in size; many of its hits are not listed in these tables
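Lipoxygenase turnover measured by absorbance at 573 and 405 nm after Fe-XO development. Human 12hLO 150 nM, arachidonate 40 uM, pH 7.0 Hepes buffer with detergent; 15 min compound preincubation, 30 min reaction.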
Active calls of the source: *; ? = inconclusive; · = not tested or not shown; [ ] = remark or other dose. Unless noted, the call rests on the fitted dose curve; in most records, active means well fitted curve in the direction sought with a large enough effect; inconclusive means small, poorly fitted or top-dose-only effect, or another doubt; inactive means no such curve, though single readings can be large; an effect the other way counts as inactive or inconclusive. Unless noted, on the % scale 0 is the no-effect control and ±100 the full control effect. Only part of the results is shown; count on the stated rates, not on these rows.

Order of results: IMPase inh	PNC inhibitor	ALOX15B inhib	12-hLO inh
[1] CCOCCCNC(=O)c1c(C)[nH]c(C(=O)OCC)c1C
    9.3	19.7	2.0%	1.4%
[2] CC1CCN(S(=O)(=O)c2ccc3ccccc3c2)CC1
    3.4	?	-3.4%	-6.1%
[3] c1cc2c(cc1C1CCCN1)OCCCO2 (stereo not given)
    -2.1[1.84 µM]	?	-13.8%[11.4 µM]	-0.5%
[4] S=c1[nH]nc(-c2ccc3ccccc3n2)n1-c1ccccc1Cl
    ·	1.0	·	3.9%
[5] COc1ccc(N(CC(=O)NC2CCCCCC2)S(=O)(=O)c2c(C)nn(C)c2C)cc1
    ?	-8.8	-3.0%	-0.9%
[6] CCNC(=S)NNC(=O)c1cc(Br)cs1
    ·	37.0	·	-6.1%
[7] Cc1ccc(S(=O)(=O)NC(N)=NCCc2ccc(Cl)cc2)cc1C
    ·	17.1	·	-4.0%
[8] Brc1ccc2ncnc(Nc3ccc(N4CCOCC4)cc3)c2c1
    15.5	4.3	-2.0%	-0.2%
[9] O=C1C2C3c4ccccc4C(c4ccccc43)C2c2nc3ccccc3n21 (stereo not given)
    5.9	-100.0*	·	0.5%
[10] CCCn1c(SCc2ccccn2)nc2c1c(=O)n(C)c(=O)n2C
    -13.7	-5.6	3.2%	-4.7%
[11] CCN(CC)S(=O)(=O)c1cccc(C(=O)N[C@H](C(=O)OCC(=O)Nc2ccccc2)C(C)C)c1
    4.6	-15.2	2.6%	-5.7%
[12] COc1ccc(S(=O)(=O)N2CCC(C(=O)N3CCc4ccccc4C3)CC2)cc1Cl
    -5.1	14.1	4.7%	-3.0%
[13] CC1CCN(C(=O)CN2C(=O)c3ccccc3S2(=O)=O)CC1
    1.1	?	3.1%	-1.4%
[14] N#Cc1ccc(OCCN2C(=O)NC3(CCSC3)C2=O)cc1 (stereo not given)
    3.3	14.0	-11.2%	-3.8%
[15] COc1ccc(C(=O)N2CCN(C(=O)c3ccco3)CC2)cc1
    0.1	-13.2	2.0%	-0.1%
[16] Cc1cccc(NC(=S)N2CCC(N(C)CC3CCCO3)CC2)c1C (stereo not given)
    -2.5	66.9	·	5.6%
[17] O=C1C(C=NCc2ccncc2)=C(O)c2ccccc21
    -7.8	41.7	-12.2%	5.8%
[18] COc1ccc(/C=C/C(=O)c2ccccc2)cc1COc1ccccc1F
    8.4	98.0	·	-4.8%
[19] COc1ccccc1-n1cnc2cc(NS(=O)(=O)c3ccc(Br)cc3)ccc21
    17.7	-9.3	24.0%	?
[20] O=C(O)C1Cc2ccccc2CN1C(=O)c1ccccc1Cl (stereo not given)
    -7.8	-18.3	11.5%	-5.9%
[21] COc1cc(-c2noc(-c3ccco3)n2)cc(OC)c1OC
    -1.4	?	-1.8%	-1.2%
[22] CCC(C)(C)NC(=O)/C=C/c1ccc(OC)c(S(=O)(=O)N2CCOCC2)c1
    ·	-3.0	·	-1.4%
[23] CCC(C(=O)N1CCOCC1)n1c(C(=O)OC)cc2occc21 (stereo not given)
    0.7	8.5	2.0%	-3.1%
[24] CC1CCCC(NC(=O)COC(=O)c2ccc(S(=O)(=O)N3CCOCC3)cc2)C1C (stereo not given)
    2.8	?	-18.6%	-1.4%
[25] CCOc1ccc(C(C)=O)cc1CN1C(=O)NC2(CCCCC2C)C1=O (stereo not given)
    3.4	11.5	0.1%	-5.6%
[26] CCOCCOC(=O)c1ccc(NC(=O)c2cc(OC)c(OC)c(OC)c2Br)cc1
    0.3	-12.7	·	5.0%
[27] O=C(Cc1csc(Nc2nc(=S)[nH]c3ccccc23)n1)NCc1ccccc1Cl
    3.6	3.9	5.5%	3.3%
[28] Cc1ccn2cc(CNS(=O)(=O)c3ccc(Cl)s3)nc2c1
    1.1	27.4	26.0%	-1.8%
[29] CCC(C)(c1ccc(C(=O)OC)s1)c1ccc(C(=O)OC)s1
    14.1	?	7.1%	-13.3%
[30] COC(=O)Nc1ccc(S(=O)(=O)N(C)CC(F)(F)C(F)F)cc1
    8.7	-9.9	1.3%	0.5%
[31] CC(=O)Nc1ccc(S(=O)(=O)N2CCN(Cc3cccnc3)CC2)cc1
    -1.6	?	-21.8%	-5.5%
[32] CCCNC(=O)Cn1c(=O)/c(=C\c2ccc(-c3cccc([N+](=O)[O-])c3)o2)s/c1=C\C(=O)C(C)(C)C
    ·	?	·	-4.8%
[33] COc1cccc(-n2c(Cc3cc(=O)[nH]c(=O)[nH]3)nnc2SCC(=O)N2CCCCCC2)c1
    0.4	-6.0	-7.2%	6.4%
[34] CC(=O)c1cn(CC(=O)NCc2ccc3c(c2)OCO3)c2ccccc12
    -1.9	-23.2	·	-6.0%
[35] Cc1ccc(-c2csc3ncnc(-n4nnc5ccccc54)c23)cc1
    6.3	?	·	6.6%
[36] CCOc1ccccc1C(=O)N1CCN(c2cccc(Cl)c2)CC1
    5.8	?	0.2%	-6.2%
[37] c1ccc(Cc2ccc(OCCn3cncn3)cc2)cc1
    4.6	-22.4	20.8%	0.5%
[38] Cc1ccc(C)c(OCC(=O)Nc2ccc(S(=O)(=O)N3CCN(C)CC3)cc2)c1
    9.0	-25.9	·	5.9%
[39] COc1cc(C(=O)NC(=S)NC(C)C)cc(OC)c1OC
    ·	45.6	·	?
[40] C#CCOCCOCCOCCNc1nc(N2CCN(C(=O)Cn3cc(CCCCN)nn3)CC2)nc(N2CCN(C(=O)[C@H](C)n3cc(CCCN=C(N)N)nn3)CC2)n1
    ·	8.0	·	-1.8%
[41] CC(=O)N/C(=C\c1ccccc1)C(=O)NCC(=O)O
    -0.3	-21.4	·	1.3%
[42] O=C(Cn1cnc([N+](=O)[O-])n1)NCc1ccccc1
    -1.1	-3.3	-6.8%	-2.1%
[43] CC(C)Sc1nnc(Nc2ccccc2)s1
    6.3	-4.0	-3.5%	3.6%
[44] Cc1ccc(CN/C=C/C(=O)c2ccc(Br)cc2)cc1
    0.6	?	1.7%	-25.8%
[45] CCn1c(/C=C/Nc2ccccc2)[n+](CC)c2ccc(C(=O)OCC(F)(F)F)cc21
    ·	31.4	·	2.0%

Quoted at random: 2 entries already listed, in no set order.
Order of results: IMPase inh	PNC inhibitor	ALOX15B inhib	12-hLO inh
[43] CC(C)Sc1nnc(Nc2ccccc2)s1
    6.3	-4.0	-3.5%	3.6%
[44] Cc1ccc(CN/C=C/C(=O)c2ccc(Br)cc2)cc1
    0.6	?	1.7%	-25.8%

Next part
Order of results: IMPase inh	PNC inhibitor	ALOX15B inhib	12-hLO inh
[46] Cc1ccccc1C(=O)NNC(=O)C(=O)Nc1cccc(Cl)c1C
    1.8	-23.7	-5.8%	-18.5%
[47] CCN(CCNC(=O)C1CCN(c2nnc(-n3cccc3)s2)CC1)c1ccccc1
    -0.9	-23.9	2.5%	6.8%
[48] CCOC(=O)C1(C)NC(c2ccccc2F)C2C(=O)N(c3cccc(C(C)=O)c3)C(=O)C21 (stereo not given)
    -8.7	16.3	-2.6%	-1.5%
[49] CN(CCC#N)C(=S)Nc1ccc(Oc2ccccc2)cc1
    ·	23.6	·	-1.0%
[50] O=C(NCCOc1ccccc1)c1cncc(Br)c1
    -5.5	4.0	5.6%	1.1%
[51] O=c1c(N2CCOCC2)nsn1Cc1ccccc1
    2.8	?	-2.3%	4.3%
[52] CC(C)c1ccc(C(O)c2cnc(C(C)C)n2C)cc1 (stereo not given)
    -9.9	-26.9	-0.3%	-8.5%
[53] CCCCCCCCCCS(=O)(=O)N/N=C/c1ccc(O)cc1
    4.3	-3.2	·	-19.4%
[54] Cn1cc(/C=C2\SC(=S)N(NC(=O)c3ccccc3)C2=O)c2ccccc21
    7.1	-17.4	·	4.6%
[55] Cc1cc2cc(CCNC(=O)c3c(-c4ccccc4Cl)noc3C)c(=O)[nH]c2cc1C
    7.5	?	3.4%	-5.3%
[56] Cc1ccc(C2=NNC(c3ccc(Cl)cc3)=Nc3ccccc32)o1
    ·	?	·	-4.7%
[57] CCN(CC)CP(=O)(c1ccccc1)c1ccccc1
    -3.0	-2.4	-11.1%	-7.1%
[58] O=S(=O)(Nc1cccnc1)c1cccc(C(F)(F)F)c1
    -6.7	-91.5*	-0.5%	-4.9%
[59] Cc1ccc(CNC(=O)C23CN(Cc4ccccc4)CC2C(c2ccc([N+](=O)[O-])cc2)=NO3)o1 (stereo not given)
    11.9	?	1.5%	-7.9%
[60] O=C1OCCC1Sc1nc2cc(Cl)ccc2n1Cc1ccccc1 (stereo not given)
    ?	-23.1	-12.6%	-22.5%
[61] Cn1c(SC/C=C/c2ccccc2)nnc1-c1ccco1
    -6.1	-100.0*	·	1.7%
[62] CCCOc1ccc(-c2nnc(-c3ccncc3)o2)cc1
    -9.5	-17.0	-7.0%	0.9%
[63] O=C(NCCCN1CCOCC1)c1cc(-c2ccc(F)cc2)on1
    -4.0	-10.8	2.8%	-5.5%
[64] Cc1cc(C)cc(-n2ccnc2SCC(=O)Nc2ccc3c(c2)OCCO3)c1
    ?	-85.4*	5.0%	-2.1%
[65] CCc1ccc(C(=O)c2ccccc2C(=O)O)s1
    7.5	63.0	2.4%	3.9%
[66] CCn1c(NC(=O)c2ccc(COc3ccc(C)cc3[N+](=O)[O-])o2)nc2ccccc21
    2.0	41.3	37.0%[activator]	2.3%
[67] CCOC(=O)N1CCN(C(=O)c2cccn3c(=O)c4cc(Cl)ccc4nc23)CC1
    -3.3	63.5	-9.1%	-0.2%
[68] CCOc1ccc(-c2nnc3ccc(SCc4ccc(C(=O)OC)o4)nn23)cc1
    11.1	5.5	?	1.6%
[69] O=C(NC1CCCCC1)N1CCC(n2c(=O)[nH]c3ccccc32)CC1
    6.8	15.9	7.9%	0.4%
[70] C[C@H]1[C@H](C)CC[C@]2(C(=O)O)CC[C@]3(C)C(=CC[C@@H]4[C@@]5(C)C[C@@H](O)[C@H](O)C(C)(C)[C@@H]5CC[C@]43C)[C@H]12
    ·	17.9	·	-0.6%
[71] O=C(Nc1cccc(Cl)c1)c1ccc(NCC2CCCO2)c([N+](=O)[O-])c1 (stereo not given)
    -5.8	54.8	·	2.2%
[72] Cc1cc(NC(=O)CSc2nnc(Cn3c(=O)sc4ccccc43)n2-c2ccccc2C)no1
    -2.9	-18.1	·	1.4%

Part of the list above in another layout:
nr | SMILES | IMPase inh | PNC inhibitor | ALOX15B inhib | 12-hLO inh
68 | CCOc1ccc(-c2nnc3ccc(SCc4ccc(C(=O)OC)o4)nn23)cc1 | 11.1 | 5.5 | ? | 1.6%
65 | CCc1ccc(C(=O)c2ccccc2C(=O)O)s1 | 7.5 | 63.0 | 2.4% | 3.9%
64 | Cc1cc(C)cc(-n2ccnc2SCC(=O)Nc2ccc3c(c2)OCCO3)c1 | ? | -85.4* | 5.0% | -2.1%
62 | CCCOc1ccc(-c2nnc(-c3ccncc3)o2)cc1 | -9.5 | -17.0 | -7.0% | 0.9%
70 | C[C@H]1[C@H](C)CC[C@]2(C(=O)O)CC[C@]3(C)C(=CC[C@@H]4[C@@]5(C)C[C@@H](O)[C@H](O)C(C)(C)[C@@H]5CC[C@]43C)[C@H]12 | · | 17.9 | · | -0.6%
67 | CCOC(=O)N1CCN(C(=O)c2cccn3c(=O)c4cc(Cl)ccc4nc23)CC1 | -3.3 | 63.5 | -9.1% | -0.2%
